Compound activity deposited in PubChem BioAssay by Broad Institute.
p53 PUMA act – restores mutant p53 pathway signaling in SW480 cells; hit rate 1.5% among 28,000; SW480 PUMA-promoter luciferase, p53 mutant reactivation; activation, % at 9.98 µM; AID 624151; in the data active = activation above about 52%; inconclusive = no clear call, values can overlap the other calls
STK33 inh – inhibitors of human STK33 kinase | Q9BYT3 | ADP-Glo luminescence, MBP substrate | inhibition, % at 12.5 µM | hit rate 0.44% among 27,000 | AID 2322; in the data active = inhibition above about 20%; inconclusive = no clear call, values can overlap the other calls
Target sequence (Q9BYT3 whole entry, looked up): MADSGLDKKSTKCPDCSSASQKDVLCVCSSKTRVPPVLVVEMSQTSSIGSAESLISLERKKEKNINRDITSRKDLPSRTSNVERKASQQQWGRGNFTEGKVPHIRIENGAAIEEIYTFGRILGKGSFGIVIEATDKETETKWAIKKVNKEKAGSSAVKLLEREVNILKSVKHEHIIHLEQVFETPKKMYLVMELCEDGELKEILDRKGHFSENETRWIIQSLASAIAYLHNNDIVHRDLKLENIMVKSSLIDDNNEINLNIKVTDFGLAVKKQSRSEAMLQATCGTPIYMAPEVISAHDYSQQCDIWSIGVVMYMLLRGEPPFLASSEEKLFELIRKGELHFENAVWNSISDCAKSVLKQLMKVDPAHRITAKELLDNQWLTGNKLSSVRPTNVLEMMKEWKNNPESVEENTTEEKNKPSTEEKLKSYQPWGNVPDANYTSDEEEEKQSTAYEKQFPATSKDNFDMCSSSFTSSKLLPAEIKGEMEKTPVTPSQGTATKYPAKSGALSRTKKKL
* marks the source's active call; other numbers are inactive results; ? = inconclusive; · = no result given. Not all compounds are listed; count on the stated rates, not on these rows.

SMILES | p53 PUMA act | STK33 inh
Cc1cc(C)n(CC(O)Cn2ccc3ccccc32)n1 (configuration not stated) | -12 | -2
C[C@@H]1CN([C@@H](C)CO)C(=O)c2cc(NS(=O)(=O)c3ccc(Cl)cc3)ccc2O[C@H]1CN(C)C(=O)Nc1ccc2c(c1)OCO2 | -1 | ·
CNC[C@@H]1Oc2ccc(NC(=O)Nc3ccc4c(c3)OCO4)cc2C(=O)N([C@@H](C)CO)C[C@@H]1C | 11 | ·
Cc1noc(C)c1S(=O)(=O)N(C)C[C@H]1Oc2ccc(N(C)C)cc2CC(=O)N([C@H](C)CO)C[C@@H]1C | 1 | ·
C[C@@H]1CN([C@@H](C)CO)C(=O)c2cccc(NS(=O)(=O)c3ccc(Cl)cc3)c2O[C@H]1CN(C)C(=O)Nc1ccccc1 | -6 | ·
COc1nnc(-c2ccc(N3CCOCC3)c(NS(=O)(=O)c3ccc(Cl)cc3)c2)c2ccccc12 | -24 | 6
C[C@H](CO)N1C[C@H](C)[C@H](CN(C)S(C)(=O)=O)Oc2ncc(-c3cc4ccccc4o3)cc2C1=O | · | 1
Cc1noc(C)c1S(=O)(=O)Nc1ccc2c(c1)C(=O)N([C@@H](C)CO)C[C@H](C)[C@@H](CN(C)S(=O)(=O)c1ccc(Cl)cc1)O2 | · | -1
Cc1noc(C)c1NC(=O)N(C)C[C@@H]1Oc2ccc(N(C)C)cc2CC(=O)N([C@H](C)CO)C[C@H]1C | 10 | -2
COc1cccc(NC(=O)COc2ccccc2C(N)=O)c1 | 23 | -1
C[C@H](CO)N1C[C@H](C)[C@H](CN(C)C)Oc2ncc(-c3cccc(F)c3)cc2C1=O | · | -3
C[C@H](CO)N1C[C@H](C)[C@H](CN(C)Cc2ccncc2)Oc2ccc(NS(=O)(=O)c3ccccc3)cc2CC1=O | · | -1
C[C@@H]1CN([C@H](C)CO)C(=O)Cc2cc(NC(=O)Nc3ccc(F)cc3)ccc2O[C@@H]1CN(C)C(=O)NC1CCCCC1 | -2 | 1
COCCNC(=O)c1ccccc1NC(=O)c1ccccc1OC | -2 | 0
C[C@@H]1CN([C@H](C)CO)C(=O)c2cccc(N(C)C)c2O[C@H]1CN(C)C(=O)NC1CCCCC1 | 7 | ·
C[C@H]1CCCCO[C@@H](CN(C)Cc2ccccc2)[C@@H](C)CN([C@@H](C)CO)C(=O)c2cc(NC(=O)CCC(F)(F)F)ccc2O1 | 9 | ·
C[C@@H]1CCCCO[C@@H](CN(C)C(=O)Nc2ccccc2)[C@@H](C)CN([C@H](C)CO)C(=O)c2cc(NC(=O)c3ccccc3)ccc2O1 | 7 | -1
N#Cc1ccc(C(=O)Cn2cc(C(F)(F)F)ccc2=O)cc1 | · | -3
O=C(Nc1cccc(C(F)(F)F)c1)c1cc([N+](=O)[O-])ccc1NCc1cccnc1 | 11 | -3
C[C@@H]1CN([C@@H](C)CO)C(=O)c2cc(NC(=O)CCCN(C)C)ccc2O[C@H]1CN(C)S(=O)(=O)c1ccc(F)cc1 | 3 | ·
COc1ccccc1-c1ccc2c(c1)O[C@H](CN(C)C(=O)c1ccncc1)[C@@H](C)CN([C@H](C)CO)S2(=O)=O | 2 | ·
C[C@@H]1CN([C@H](C)CO)C(=O)c2cc(NC(=O)Cc3cn(C)c4ccccc34)ccc2O[C@H]1CN(C)Cc1ccc(Cl)c(Cl)c1 | · | 0
C[C@@H]1CN([C@H](C)CO)C(=O)c2cc(NC(=O)C3CC3)ccc2O[C@H]1CN(C)C(=O)Nc1ccccc1 | 4 | ·
C[C@H](CO)N1C[C@H](C)[C@H](CN(C)Cc2ccccc2)Oc2ncc(C#CCN(C)C)cc2C1=O | -6 | 1
COCc1nc2c([nH]1)c(=O)n(C)c(=O)n2CC(C)C | 21 | -3
C[C@H](CO)N1C[C@H](C)[C@H](CN(C)C(=O)Nc2ccc3c(c2)OCO3)Oc2ncc(-c3cc4ccccc4o3)cc2C1=O | · | 2
COc1ccc(CN(C)C[C@H]2Oc3ccc(NS(=O)(=O)c4cccs4)cc3CC(=O)N([C@@H](C)CO)C[C@@H]2C)cc1 | · | 2
Cc1nn2c(CN(C(=O)c3ccco3)c3ccccc3)nnc2c2ccccc12 | 0 | 6
Cc1nnc(SCC(=O)NC2CCCCCC2)n1-c1ccccc1 | -3 | 1
CC(Oc1ccc(Cl)cc1Cl)C(=O)Nc1cc(C(F)(F)F)ccc1N1CCOCC1 (configuration not stated) | -13 | 3

Some of the entries above in another layout.
smiles	p53 PUMA act	STK33 inh
COc1ccc(CN(C)C[C@H]2Oc3ccc(NS(=O)(=O)c4cccs4)cc3CC(=O)N([C@@H](C)CO)C[C@@H]2C)cc1	·	2
C[C@H](CO)N1C[C@H](C)[C@H](CN(C)Cc2ccccc2)Oc2ncc(C#CCN(C)C)cc2C1=O	-6	1
C[C@@H]1CN([C@H](C)CO)C(=O)c2cc(NC(=O)C3CC3)ccc2O[C@H]1CN(C)C(=O)Nc1ccccc1	4	·

(continued)
SMILES | p53 PUMA act | STK33 inh
C[C@@H]1CCCCO[C@@H](CN(C)CC2CC2)[C@@H](C)CN([C@H](C)CO)C(=O)c2cc(NC(=O)NC3CCCCC3)ccc2O1 | · | 3
C[C@H]1CN([C@@H](C)CO)C(=O)c2cccc(NS(=O)(=O)c3cccs3)c2O[C@@H]1CN(C)C(=O)Nc1ccc(C(F)(F)F)cc1 | 11 | ·
CCn1cc(C(=O)NC(=S)Nc2sc3c(c2C(=O)OC)CCCCCC3)cn1 | -29 | 5
CC1(C)CC(=O)c2c(O)cc(OCC(=O)c3cccc([N+](=O)[O-])c3)cc2O1 | 75* | 4
COc1ccc(NC(=O)N(C)C[C@H]2Oc3ccc(NC(=O)Cc4cn(C)c5ccccc45)cc3CC(=O)N([C@@H](C)CO)C[C@@H]2C)cc1 | · | 1
Cc1ccc([N+](=O)[O-])cc1N(CC(=O)Nc1ccc(Cl)c(C(F)(F)F)c1)S(C)(=O)=O | -7 | -1
Cc1ccc(C(=O)NCCCNc2ccccc2[N+](=O)[O-])cc1 | -2 | 5
Cc1cc(C)c2nc(-c3ccncc3)cc(C(=O)N3CCN(Cc4ccccc4Cl)CC3)c2c1 | -76 | ·
C[C@@H]1CN([C@H](C)CO)C(=O)Cc2cc(NS(=O)(=O)c3cccs3)ccc2O[C@H]1CN(C)Cc1ccc(C(=O)O)cc1 | · | 1
COc1cc2ncnc(Nc3ccc(OCc4ccccc4)cc3)c2cc1OC | 7 | 1
C[C@@H]1CCCCO[C@@H](CN(C)Cc2ccc(C(=O)O)cc2)[C@@H](C)CN([C@H](C)CO)C(=O)c2cc(NC(=O)Nc3ccc(C(F)(F)F)cc3)ccc2O1 | · | 0
CN(C(=O)CSc1nc(N)c2c3c(sc2n1)CSC(C)(C)C3)c1ccccc1 | -16 | 4
C[C@H](O)C#Cc1ccc2c(c1)O[C@H](CN(C)C)[C@@H](C)CN([C@@H](C)CO)S2(=O)=O | -4 | ·
Cc1cc(C(=O)CSc2nnc3ccccn23)c(C)n1-c1cc(Cl)ccc1Cl | ? | 0
O=C1c2ccccc2C(=O)N1CCc1nc2ccccc2c(=O)n1Cc1ccccc1 | 3 | -1
COc1ccc(S(=O)(=O)Nc2ccc3c(c2)C(=O)N([C@H](C)CO)C[C@H](C)[C@H](CN(C)C(=O)Nc2c(C)noc2C)OCCCC[C@@H](C)O3)cc1 | · | -11
COc1ccc(CN(C)C[C@@H]2Oc3c(NS(=O)(=O)c4cn(C)cn4)cccc3C(=O)N([C@H](C)CO)C[C@H]2C)cc1 | 5 | ·
COC(=O)c1ccccc1NC(=O)COc1cccc(Cl)c1Cl | 19 | 3
C=CC[C@]12N=C(c3ccc(OCCCO)cc3)O[C@H]1c1ccccc1N(CCS(=O)(=O)c1ccccc1)C2=O | · | -1
Nc1nnc(SCC(=O)NC2CCCCCC2)s1 | 6 | -1
Cc1ccc(OCC(=O)Nc2cccc(-c3nc4ccccc4[nH]3)c2)cc1 | 10 | 0
COCC#Cc1cnc2c(c1)C(=O)N([C@@H](C)CO)C[C@H](C)[C@H](CN(C)C(=O)Nc1ccccc1F)O2 | 5 | ·
C[C@H]1CN([C@@H](C)CO)C(=O)c2cccc(NC(=O)C3CCOCC3)c2O[C@@H]1CN(C)CC1CC1 | 3 | ·
C[C@@H]1CN([C@@H](C)CO)C(=O)Cc2cc(NC(=O)Nc3ccccc3)ccc2O[C@H]1CN(C)Cc1ccncc1 | -5 | ·
COc1ccc(CN(C)C[C@H]2Oc3ccc(NC(=O)Nc4ccc(F)cc4)cc3C(=O)N([C@H](C)CO)C[C@@H]2C)cc1 | 2 | ·
C[C@H]1CN([C@@H](C)CO)C(=O)c2cc(NC(=O)Nc3ccc4c(c3)OCO4)ccc2O[C@@H]1CN(C)C(=O)NC1CCCCC1 | 4 | ·
Cc1ccc(-n2c(SCC(=O)Nc3c(F)cc(F)cc3Br)nc3ccccc3c2=O)cc1 | -6 | 0
C[C@H]1CN([C@@H](C)CO)C(=O)Cc2cc(NC(=O)Cc3ccccc3)ccc2O[C@@H]1CN(C)Cc1ccc(C(=O)O)cc1 | 0 | 5
C[C@H]1CN([C@@H](C)CO)C(=O)c2cc(NC(=O)Nc3ccc(F)cc3)ccc2O[C@@H]1CN(C)C(=O)Nc1ccc(F)cc1 | 6 | ·
C[C@@H]1CN([C@H](C)CO)C(=O)Cc2cc(NC(=O)c3ccncc3)ccc2O[C@@H]1CN(C)Cc1ccc(Cl)c(Cl)c1 | · | 1

Six compounds already listed, sorted by heavy-atom count, largest number first:
SMILES | p53 PUMA act | STK33 inh
C[C@H]1CN([C@@H](C)CO)C(=O)c2cccc(NS(=O)(=O)c3cccs3)c2O[C@@H]1CN(C)C(=O)Nc1ccc(C(F)(F)F)cc1 | 11 | ·
Cc1noc(C)c1S(=O)(=O)Nc1ccc2c(c1)C(=O)N([C@@H](C)CO)C[C@H](C)[C@@H](CN(C)S(=O)(=O)c1ccc(Cl)cc1)O2 | · | -1
C[C@@H]1CN([C@@H](C)CO)C(=O)c2cc(NC(=O)CCCN(C)C)ccc2O[C@H]1CN(C)S(=O)(=O)c1ccc(F)cc1 | 3 | ·
Cc1cc(C)c2nc(-c3ccncc3)cc(C(=O)N3CCN(Cc4ccccc4Cl)CC3)c2c1 | -76 | ·
Cc1ccc(-n2c(SCC(=O)Nc3c(F)cc(F)cc3Br)nc3ccccc3c2=O)cc1 | -6 | 0
Cc1nn2c(CN(C(=O)c3ccco3)c3ccccc3)nnc2c2ccccc12 | 0 | 6

More entries follow:
SMILES | p53 PUMA act | STK33 inh
O=C(NCc1ccco1)c1cc([N+](=O)[O-])ccc1N1CCOCC1 | -4 | -1
CCOc1ccccc1NC(=O)CSc1nc2ccccc2c(=O)n1-c1ccc(Cl)cc1 | -7 | 1
Cn1cc([N+](=O)[O-])c(C(=O)NCc2ccco2)n1 | -5 | 1
CCOc1ccc(NC(=O)CN2C(=O)c3ccccc3S2(=O)=O)cc1 | -17 | 4
CC(=O)OC[C@]12[C@H](OC(C)=O)[C@H](OC(=O)c3ccccc3)[C@@H]3[C@@H](OC(C)=O)[C@]1(OC3(C)C)[C@H](C)C[C@H](OC(C)=O)[C@@H]2OC(C)=O | · | -2
CC(C)NC(=O)N(C)C[C@H]1OCCCC[C@H](C)Oc2ccc(NC(=O)CCCN(C)C)cc2C(=O)N([C@@H](C)CO)C[C@H]1C | -1 | ·
C=CC(C)(C)c1cc2cc3ccoc3cc2oc1=O | · | 0
CCOC(=O)c1ccc(NC(=O)Cn2cc(C#N)c3ccccc32)cc1 | 2 | 1
Cc1ccc([N+](=O)[O-])cc1S(=O)(=O)NCCOc1ccccc1Cl | 3 | 1
O=C(c1ccco1)c1cn(CC(=O)N2CCCc3ccccc32)c2ccccc12 | 26 | 4
COc1ccc(NC(=O)N(C)C[C@@H]2Oc3ccc(NS(=O)(=O)c4c(C)noc4C)cc3CC(=O)N([C@@H](C)CO)C[C@@H]2C)cc1 | · | -1
CC(C)(C)c1cc(/C=C(\C#N)C(N)=S)cc(C(C)(C)C)c1O | -70 | 12
Cn1nc(CC(=O)Nc2ccc3c(c2)oc2ccccc23)c2ccccc2c1=O | -34 | 1
Cc1ccc([N+](=O)[O-])cc1N(CC(=O)Nc1cccc(Br)c1)S(C)(=O)=O | 2 | -1
C[C@H](CO)N1C[C@H](C)[C@H](CN(C)S(C)(=O)=O)Oc2ccc(NS(=O)(=O)c3ccc(F)cc3)cc2C1=O | · | -1
Cc1ccc(OCC(=O)Nc2ccc3oc(-c4ccccc4C)nc3c2)c(C)c1 | -3 | 1
COc1cc(N)c(Cl)cc1C(=O)NC1CCN(Cc2ccccc2)CC1 | · | 1
O=[N+]([O-])c1ccc(NCCNS(=O)(=O)c2ccc(Br)cc2)cc1 | -12 | 1
O=C(CNS(=O)(=O)c1ccccc1)Nc1cccc(F)c1 | -2 | 6
COc1ccc(OCC(=O)Nc2ccc3oc(-c4ccc(C)c(C)c4)nc3c2)cc1 | 28 | 7
C[C@H]1CN([C@@H](C)CO)C(=O)Cc2cc(NC(=O)c3ccncc3)ccc2O[C@H]1CN(C)Cc1ccc(-c2ccccc2)cc1 | · | 0
C[C@H]1CN([C@@H](C)CO)C(=O)c2cc(NS(=O)(=O)c3ccc(Cl)cc3)ccc2O[C@H]1CN(C)C(=O)Nc1ccccc1 | · | 0
C[C@H]1CN([C@@H](C)CO)S(=O)(=O)c2ccc(-c3ccccc3F)cc2O[C@H]1CN(C)C(=O)C1CC1 | -7 | ·
CNC[C@@H]1Oc2ccc(NC(=O)Cc3cn(C)c4ccccc34)cc2CC(=O)N([C@@H](C)CO)C[C@@H]1C | -10 | 1
C[C@H](CO)N1C[C@H](C)[C@@H](CN(C)Cc2cccc(F)c2)Oc2ncc(C#CC(C)(C)O)cc2C1=O | -3 | ·
C[C@@H]1CN([C@H](C)CO)C(=O)Cc2cc(N(C)C)ccc2O[C@H]1CN(C)C(=O)NC1CCCCC1 | · | -1
COC(=O)c1ccc(Cl)c(NC(=O)CN2CCOCC2)c1 | 5 | 0
COCC(=O)N(C)C[C@H]1Oc2cc(-c3cncnc3)ccc2S(=O)(=O)N([C@H](C)CO)C[C@@H]1C | -2 | ·
CCn1c(SCC(=O)Nc2ccc(C)c(C)c2)nnc1-c1ccc(Cl)cc1 | -19 | 1
Cc1ccccc1NC(=O)CSc1nc(O)cc(=O)[nH]1 | -5 | 0
